H69AR growth 86K – blocks growth of human H69AR lung tumor cells; AID 598; H69AR lung tumor viability, ATP luminescence, 72 h; hits give low values; 6% of 85,000 active; viability, % at 10 µM;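 active means viability at or below 40%; inactive means viability above 40%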;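 further: multidrug resistant small cell line overexpressing MRP-1 efflux transporter; 100% = mean luminescence of untreated control wells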
sEH inhibitor – inhibitors of human soluble epoxide hydrolase | inhibition, % at 2 µM | AID 707 | 0.34% of 91,000 active | recombinant human sEH enzymatic activity assay | P34913; in the data active means inhibition above about 80%; further: values of inactives mirror those of a sister screen read the other way; many of its hits are not listed in these tables
Lung fibro prol – blocks proliferation of human lung fibroblasts. viability, % at 10 µM. 1.1% of 85,000 active. LL 47 human lung fibroblast viability, ATP luminescence; hits give low values;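 active means viability at or below 50% in the single dose screen; inactive means viability above 50%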;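 further: compound exposure lasted 72 h before the ATP readout; 100% = median luminescence of untreated cell-only wells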
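test system = LL 47 human lung fibroblasts | amount = 1,150 fibroblasts seeded per well | medium = 15% FBS in IMEM | times = overnight cell rest, 72 h compound treatment at 37 °C | measured by = CellTiter-Glo luminescence measuring cellular ATP | read-out = viability percentage against median untreated-cell control | benchmarks = cell-only wells, no compound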
PTPN22 act – increases human PTPN22 phosphatase activity. Q9Y2R2. recombinant LYP, DiFMUP fluorescence; 0 = plate median, 100 = signal doubled. activation, % at 2 µM. 0.11% of 96,000 active;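 active means activation at 2 µM above a set limit, the mean plus 5 SD, cut at about 37% in these data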
Target sequence (Q9Y2R2 whole entry, looked up): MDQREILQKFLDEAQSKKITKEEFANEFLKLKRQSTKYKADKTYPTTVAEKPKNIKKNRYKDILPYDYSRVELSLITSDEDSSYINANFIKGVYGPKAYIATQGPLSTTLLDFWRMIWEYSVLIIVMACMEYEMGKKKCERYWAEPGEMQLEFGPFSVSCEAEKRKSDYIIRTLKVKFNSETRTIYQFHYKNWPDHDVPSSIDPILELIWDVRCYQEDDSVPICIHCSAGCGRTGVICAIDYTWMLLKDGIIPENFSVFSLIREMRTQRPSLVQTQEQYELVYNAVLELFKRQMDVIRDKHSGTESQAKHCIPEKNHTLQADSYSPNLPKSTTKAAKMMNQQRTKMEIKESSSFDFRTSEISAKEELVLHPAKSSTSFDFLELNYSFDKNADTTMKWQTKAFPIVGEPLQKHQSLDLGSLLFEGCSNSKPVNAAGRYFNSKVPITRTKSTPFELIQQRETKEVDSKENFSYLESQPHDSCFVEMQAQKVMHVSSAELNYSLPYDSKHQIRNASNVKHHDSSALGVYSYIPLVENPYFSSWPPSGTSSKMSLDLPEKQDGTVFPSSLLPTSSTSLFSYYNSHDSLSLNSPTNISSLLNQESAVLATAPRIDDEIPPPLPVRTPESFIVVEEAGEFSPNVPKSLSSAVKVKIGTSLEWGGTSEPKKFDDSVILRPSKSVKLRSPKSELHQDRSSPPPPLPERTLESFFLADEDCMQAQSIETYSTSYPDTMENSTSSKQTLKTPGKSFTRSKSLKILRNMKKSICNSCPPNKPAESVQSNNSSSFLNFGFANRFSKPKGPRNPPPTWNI
S1P2 agonist – agonists of human S1P2 receptor. O95136. S1P2-expressing cell line, agonist reporter read-out. activation, % at 4.5 µM. 0.46% of 97,000 active; in the data active means activation above about 16%;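 further: 0% = vehicle low control and 100% = maximal reference agonist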
S1P2 blocker – S1P2 (human) receptor antagonism; inhibition, % at 5 µM; AID 736; 0.21% of 97,000 active; O95136; cell-based S1P2 antagonist assay, inhibition at 5 uM; in the data active means inhibition above about 45%;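 further: CRE beta-lactamase reporter cells expressing human S1P2 stimulated with S1P; 0% = agonist at EC80 alone and 100% = agonist plus reference antagonist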
HUVEC prolif 384 – inhibitors of human endothelial cell proliferation; viability, % at 10 µM (by protocol); HUVEC proliferation, CellTiter-Glo luminescence, 72 h; hits give low values; 1.1% of 86,000 active;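 active means viability at or below 30%; inactive means viability above 30%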;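 further: 100% = median luminescence of DMSO-only cell control wells on each plate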
PostGolgi ctrl – growth of the yeast control strain, post-Golgi counter-screen. AID 738. inhibition, % at 10 µM. 5% of 98,000 active. efflux-deficient yeast background strain, growth absorbance A615, 16 h; in the data active means inhibition above about 30%
sEH activator – activators of human soluble epoxide hydrolase. P34913. purified human sEH enzymatic activity, activator screen. activation, % at 2 µM. 0.04% of 91,000 active. AID 717; in the data active means activation above about 37%; further: values of inactives mirror those of a sister screen read the other way
The depositor's hits bear a star; nt = no result given. A portion of the library; the hit share may differ from the screen's.

Preview, 2 compounds:
SMILES	H69AR growth 86K	sEH inhibitor	Lung fibro prol	PTPN22 act	S1P2 agonist	S1P2 blocker	HUVEC prolif 384	PostGolgi ctrl	sEH activator
CCCCNS(=O)(=O)c1cccc(S(=O)(=O)N2CCCC2)c1	86	nt	107	nt	nt	nt	103	3	nt
O=C(NC1CCCCC1)C(c1ccccc1)N(Cc1ccco1)C(=O)Cn1cnc2ccccc21 (configuration not stated)	nt	nt	nt	2	-6	20	nt	13	nt

The list itself, from the start:
SMILES	H69AR growth 86K	sEH inhibitor	Lung fibro prol	PTPN22 act	S1P2 agonist	S1P2 blocker	HUVEC prolif 384	PostGolgi ctrl	sEH activator
CCCCNS(=O)(=O)c1cccc(S(=O)(=O)N2CCCC2)c1	86	nt	107	nt	nt	nt	103	3	nt
O=C(NC1CCCCC1)C(c1ccccc1)N(Cc1ccco1)C(=O)Cn1cnc2ccccc21 (configuration not stated)	nt	nt	nt	2	-6	20	nt	13	nt
Cc1c(C)n(C(=O)CN2CCN(c3ccccn3)CC2)c2ccccc12	97	17	100	2	-6	2	108	15	-14
COc1ccc(-c2csc(N3CCN(Cc4ccc5c(c4)OCO5)CC3)n2)cc1	96	0	94	-9	-2	-5	100	-2	2
Cc1ccc(S(=O)(=O)N2CCC(C(=O)NCCCOC(C)C)CC2)cc1	97	-11	100	2	-6	6	89	8	10
CC(C)OC(=O)Cn1cnc2ccc(Br)cc2c1=O	90	-4	87	6	-9	23	93	11	7
CCCNC(=O)c1ccccc1NS(=O)(=O)c1ccc(OC)c(OC)c1	94	2	107	-8	-2	8	104	nt	-6
CCOC(=O)C1CCCN(C(=O)c2sc3nc(-c4ccc(OC)cc4)cn3c2C)C1 (configuration not stated)	47	1	96	1	-2	-11	91	8	-3
Cc1nn2cc(-c3ccc(N)cc3)nc2s1	nt	-1	nt	-4	-2	6	nt	5	1
CC(C)C(c1nnnn1C1CCCC1)N1CCN(c2ccccc2F)CC1 (configuration not stated)	91	6	97	-1	-4	10	96	43*	-5
CCC(=O)NC(Nc1cc(C)cc(C)n1)(C(F)(F)F)C(F)(F)F	100	-1	91	-6	0	2	107	nt	4
O=C(c1cccc(Br)c1)N1CCCC1	95	5	99	-4	-3	5	95	2	-5
Cc1ccc(S(=O)(=O)NC(=O)N2CCC(C)CC2)cc1	102	-4	94	6	-4	-4	96	0	3
CCOC(=O)C(CCC#N)(CCC#N)C(=O)OCC	95	nt	97	0	-5	19	88	-4	nt
COc1ccc(-n2c(SCC#N)nnc2-c2cccnc2)cc1	82	-3	105	2	-10	1	96	8	4
COc1ccc(CCNc2ncnc3[nH]ncc23)cc1OC	83	-7	100	-4	-4	8	95	2	10
c1csc(C(c2nnnn2C2CCCC2)N2CCOCC2)c1 (configuration not stated)	84	nt	101	nt	nt	nt	93	4	nt
Cc1cccc(Nc2ccccc2)c1	96	nt	103	nt	nt	nt	114	9	nt
CC(C)(C)OC(=O)N1CCOCCOCCNCCOCCOCC1	91	11	100	2	-4	-1	96	nt	-7
CCOc1ccc(C2=Nc3ccccc3C(c3ccc(N4CCOCC4)cc3)=NN2)cc1	nt	-1	nt	2	-1	15	nt	0	-1
CCn1c(C(Cc2ccccc2)NC(=O)COC)nc2ccccc21 (configuration not stated)	87	2	97	-3	-7	16	100	17	-3
Cc1ccc(-c2csc(=S)n2CC(=O)OCC(=O)NCc2ccco2)cc1	73	-8	100	5	-6	3	96	11	7
CC(=O)Cc1nsc(NC(=O)c2cn(-c3ccccc3)nc2-c2ccc(Br)cc2)n1	82	10	100	1	-2	6	75	7	-10
Cn1c(CN2CCCCC2)nc2cc(NS(=O)(=O)c3ccc(Cl)cc3)ccc21	87	-2	89	3	-7	-11	85	-6	4
Cc1cccc(NC(=O)CSc2nnc(CSc3nc(C)cc(C)n3)n2Cc2ccco2)c1	51	0	91	2	-5	9	89	7	2
O=C(NC1CCCC1)c1cnc2n(c1=O)CCS2	89	12	98	9	-7	9	85	-2	-10
O=C(CSc1ccc(Cl)cc1)Nn1cnnc1	84	-10	107	4	-1	10	96	-2	7
C=CCN(C(C)=O)C1CC(=O)N(c2ccc(OCCC)cc2)C1=O (configuration not stated)	97	1	95	6	-3	4	87	6	-2
O=C(NCc1cccs1)c1ccc(N2CCCCC2)nc1	83	-12	101	14	-1	-4	97	1	9
Cc1ccc2nc(SCc3ccc([N+](=O)[O-])cc3)[nH]c2c1	nt	7	nt	20	0	-13	nt	5	-8

5 of the compounds above, with two lines to a compound.
Every second line gives: H69AR growth 86K, sEH inhibitor, Lung fibro prol, PTPN22 act, S1P2 agonist, S1P2 blocker, HUVEC prolif 384, PostGolgi ctrl, sEH activator
O=C(NC1CCCC1)c1cnc2n(c1=O)CCS2
 : 89, 12, 98, 9, -7, 9, 85, -2, -10
O=C(CSc1ccc(Cl)cc1)Nn1cnnc1
 : 84, -10, 107, 4, -1, 10, 96, -2, 7
C=CCN(C(C)=O)C1CC(=O)N(c2ccc(OCCC)cc2)C1=O (configuration not stated)
 : 97, 1, 95, 6, -3, 4, 87, 6, -2
O=C(NCc1cccs1)c1ccc(N2CCCCC2)nc1
 : 83, -12, 101, 14, -1, -4, 97, 1, 9
Cc1ccc2nc(SCc3ccc([N+](=O)[O-])cc3)[nH]c2c1
 : nt, 7, nt, 20, 0, -13, nt, 5, -8

Copied from the entries so far (2 entries):
SMILES	H69AR growth 86K	sEH inhibitor	Lung fibro prol	PTPN22 act	S1P2 agonist	S1P2 blocker	HUVEC prolif 384	PostGolgi ctrl	sEH activator
CCn1c(C(Cc2ccccc2)NC(=O)COC)nc2ccccc21 (configuration not stated)	87	2	97	-3	-7	16	100	17	-3
Cc1ccc(-c2csc(=S)n2CC(=O)OCC(=O)NCc2ccco2)cc1	73	-8	100	5	-6	3	96	11	7

Next section:
SMILES	H69AR growth 86K	sEH inhibitor	Lung fibro prol	PTPN22 act	S1P2 agonist	S1P2 blocker	HUVEC prolif 384	PostGolgi ctrl	sEH activator
O=C(NCC(=O)N(CCN1CCOCC1)C(C(=O)NC1CCCC1)c1cccs1)c1ccco1 (configuration not stated)	64	5	90	10	-7	-2	89	4	-6
CCCCOC(=O)CCc1c(C)[nH]c(=S)[nH]c1=O	97	-9	96	11	-6	-4	89	6	13
Cc1noc(C)c1S(=O)(=O)N1CCCC(C(=O)NCCc2ccccc2)C1 (configuration not stated)	87	35	86	-3	-1	-2	88	4	-33
Cn1c(SCC(=O)NC2CC2)nnc1-c1ccco1	101	nt	105	nt	nt	nt	104	5	nt
Cc1cc(C(F)F)n2ncc(C(=O)NCc3ccccc3)c2n1	92	7	103	-4	-5	-17	123	6	-5
COc1cc(C(=O)n2nc(C)cc2C)cc(OC)c1OC	91	nt	96	nt	nt	nt	91	0	nt
Cc1cccc(NC(=O)c2ccc3ccccc3n2)n1	85	nt	96	nt	nt	nt	93	13	nt
CN(C)S(=O)(=O)Oc1ccc(Cl)cc1C(=O)Nc1cccc(C(F)(F)F)c1	nt	10	nt	4	-2	-5	nt	20	-9
Cn1c(C(=O)NC2CCCCC2)cc2sccc21	nt	2	101	-3	-4	-3	103	5	-3
CCOc1ccc(-c2nc(-c3ccc(OC)c(OC)c3)no2)cc1OCC	95	-2	98	-2	-5	14	115	-8	5

Compound profiles, as listed above. Order of screens: H69AR growth 86K	sEH inhibitor	Lung fibro prol	PTPN22 act	S1P2 agonist	S1P2 blocker	HUVEC prolif 384	PostGolgi ctrl	sEH activator
`Cc1cccc(Nc2ccccc2)c1` reads 96	nt	103	nt	nt	nt	114	9	nt
`CCOC(=O)C1CCCN(C(=O)c2sc3nc(-c4ccc(OC)cc4)cn3c2C)C1` (configuration not stated) reads 47	1	96	1	-2	-11	91	8	-3

The list continues.
SMILES	H69AR growth 86K	sEH inhibitor	Lung fibro prol	PTPN22 act	S1P2 agonist	S1P2 blocker	HUVEC prolif 384	PostGolgi ctrl	sEH activator
CCN1CCN(C(c2cccs2)C(C)NC(=O)NC2CCCCC2)CC1 (configuration not stated)	100	20	101	-6	0	12	102	7	-22
C=CCN=C1SC(CC)C(=O)N1S(=O)(=O)c1ccc(C)cc1 (configuration not stated)	104	-14	102	5	-2	0	108	17	12
Nc1cc(N)nc(SCC(=O)c2ccccc2)n1	84	-9	100	43*	-3	-9	92	6	8
Cc1csc(SCC(=O)c2cc(C)n(Cc3cccs3)c2C)n1	86	-6	98	-3	-2	8	56	12	7
O=C(CN(C(=O)Cn1nnc(-c2cccs2)n1)c1ccc2c(c1)OCCO2)NC1CCCCC1	98	-7	88	-6	-4	11	100	8	5
Cc1ccc(C)c(N2CCN(C(=O)c3ccc(CS(=O)(=O)c4ccccc4C)o3)CC2)c1	15*	1	78	1	0	-27	54	38*	-1
Cc1ccc2c(c1)cc(CN(CCc1ccccc1)C(=O)N1CCOCC1)c1nnnn12	58	-2	89	-9	-6	0	83	8	1
Cc1ccccc1C(=O)Nc1ccc(Br)cn1	51	14	92	2	-1	-5	67	28	-15
Cc1ccc2nc(SCc3nnc(-c4ccccc4[N+](=O)[O-])o3)c(C#N)cc2c1	nt	0	nt	0	-9	-11	nt	23	1
O=C(Nc1ccc2oc(-c3cccnc3)nc2c1)c1cccnc1	99	16	111	-6	-10	10	88	2	-15
O=C(NCc1ccco1)c1ccc(OCC2CCCO2)cc1 (configuration not stated)	95	1	101	-2	-1	3	90	3	-2
Cc1ccc(NS(=O)(=O)c2ccc(N3C(=O)CCC3=O)cc2)cc1	nt	-2	nt	7	-3	-7	nt	-12	0
O=C(CC12CC3CC(CC(C3)C1)C2)N1CCOCC1	nt	-3	nt	5	-4	-14	nt	8	3
Fc1ccc(OCc2nn3cnnc3s2)cc1	91	nt	93	nt	nt	nt	102	7	nt
COC(=O)c1cn(-c2ccc(Cl)cc2)c(=O)c2ccccc12	68	-4	94	2	-2	-60	90	13	5
CCc1cc2c(=O)c(-c3nc4ccccc4[nH]3)coc2cc1OC(=O)N1CCOCC1	nt	14	nt	0	-4	18	nt	3	-11
CC(=O)Nc1cnn(Cc2ccc(Br)cc2)c1	nt	0	93	-9	-1	11	102	7	-5
CCOC(=O)N1CCC(N2C(=O)c3ccc(C(=O)NCc4ccco4)cc3C2=O)CC1	96	21	92	-4	-2	1	101	7	-22
COc1ccc(CN2CC(C(=O)NCCCOC(C)C)CC2=O)cc1 (configuration not stated)	98	8	112	2	-4	-5	107	-2	-5
COc1ccc(OC)c(NC(=O)CSC2=C(C#N)C(c3ccco3)C3=C(CCCC3=O)N2)c1 (configuration not stated)	63	nt	94	nt	nt	nt	81	9	nt
CCCCn1nnc(NC(=O)c2ccco2)n1	93	0	99	14	-4	20	94	-3	-3
CCNc1nc(NCC)nc(OCCOC(=O)c2ccccc2)n1	94	nt	102	nt	nt	nt	107	2	nt
CCOC(=O)CSc1nc2c(c(=O)[nH]c(=O)n2C)n1C/C=C(/C)Cl	95	-12	102	1	0	-5	96	-3	11
O=C(NOC(=O)c1ccccc1Cl)c1cccs1	81	-9	98	-3	-4	12	86	-1	9
COc1ccc(NC(=O)CC(C(=O)O)N2CCCCC2)cc1 (configuration not stated)	90	4	108	5	-1	-6	98	3	-2
